From PubChem BioAssay
SENP8 inh: SENP8 (human) protease inhibition; recombinant SENP8, Nedd8 substrate fluorescence; inhibition, % at 20 µM; 360,000 tested, 0.64% active; AID 602440; in the data active = inhibition mostly above about 40%, no sharp cut-off; inactive = mostly below about 27%
Target sequence (Q96LD8 whole entry, looked up): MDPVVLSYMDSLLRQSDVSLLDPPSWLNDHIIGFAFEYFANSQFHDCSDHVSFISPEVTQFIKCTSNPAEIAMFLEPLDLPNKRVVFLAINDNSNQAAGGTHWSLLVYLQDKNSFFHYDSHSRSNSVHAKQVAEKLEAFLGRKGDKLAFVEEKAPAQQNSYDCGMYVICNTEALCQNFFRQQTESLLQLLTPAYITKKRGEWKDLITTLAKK
MPTP block: blocks calcium-induced mitochondrial swelling; isolated mouse mitochondria, Ca2+ swelling absorbance, 30 min; inhibition, % at 10 µM; 360,000 tested, 1.4% active;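 active = inhibition of 50% or more, scaled per plate between neutral and stimulator controls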;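 also: 0% = DMSO wells given calcium and 100% = 1 mM EGTA wells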
PfGluPho inh: PfG6PD (Plasmodium falciparum) enzyme inhibition; PfGluPho enzyme, NADPH resazurin-diaphorase fluorescence; inhibition, % at 20 µM; 350,000 tested, 0.78% active;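 active = inhibition reaching at least a set limit at 20 µM in the primary screen, cut at about 59% in these data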;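 also: 0% = DMSO wells with substrate and 100% = DMSO wells lacking glucose-6-phosphate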
ATG4B inhibitor: inhibitors of human ATG4B cysteine protease; AID 504462; inhibition, % at 8.33 µM; 340,000 tested, 0.51% active; Q9Y4P1; ATG4B cleavage of LC3-PLA2, NBD-HPC fluorescence, 1 h; in the data active = inhibition above about 40%
SENP7 inh: SENP7 protease inhibition; inhibition, % at 5 µM; 330,000 tested, 1.5% active; recombinant SENP7, Z-RLRGG-aminoluciferin luminescence, 40 min; Q9BQF6;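 active = inhibition above about 50% at the single test dose, limit read from the data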;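 also: plate controls were DMSO with enzyme for no effect and no enzyme buffer wells for full effect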
Target sequence (Q9BQF6 706-1050 limits assumed): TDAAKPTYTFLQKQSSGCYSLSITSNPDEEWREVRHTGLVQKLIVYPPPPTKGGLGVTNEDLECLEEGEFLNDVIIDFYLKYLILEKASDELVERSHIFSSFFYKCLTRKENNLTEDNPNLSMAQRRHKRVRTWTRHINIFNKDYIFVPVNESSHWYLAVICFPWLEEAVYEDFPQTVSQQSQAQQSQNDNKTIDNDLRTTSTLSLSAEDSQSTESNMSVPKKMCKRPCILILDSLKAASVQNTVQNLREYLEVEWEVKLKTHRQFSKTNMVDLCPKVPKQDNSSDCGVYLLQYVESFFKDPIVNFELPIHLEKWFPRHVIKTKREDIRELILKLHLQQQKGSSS
GRIN3A LBD mod: NR3A (human) ligand-binding domain modulation; Tm shift relative to glycine control, % at 25 µM; NR3A LBD differential scanning fluorimetry, Tm shift; 0% = protein alone, 100% = glycine-bound protein; 340,000 tested, 2.5% active;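 active = melting temperature shift of at least 10% of the positive control shift, at one fixed dose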
HKDC1 inhibitor: inhibitors of human hexokinase HKDC1. inhibition, % at 20 µM. recombinant HKDC1, G6PDH/diaphorase resazurin coupled fluorescence. 340,000 tested, 0.16% active. Q2TB90. AID 493160;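 active = inhibition above about 35% when tested at 20 µM, limit read from the data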;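 also: plate controls were DMSO wells with enzyme for no effect and DMSO wells lacking enzyme for full effect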
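test system = in-house recombinant HK5 (HKDC1) enzyme | amount = HKDC1 at 5 µg/mL | control set = DMSO-enzyme wells negative, buffer-substituted wells positive | compound = one dose of 20 µM, 1% DMSO | schedule = reaction time 90 min, room temperature, protected from light | technique = resorufin fluorescence at 613 nm | reagent = glucose with 1 mM ATP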
SENP6 inh: SENP6 protease inhibition | Q9GZR1 | inhibition, % at 10 µM | AID 2599 | 330,000 tested, 1.8% active | Recombinant SENP6 catalytic domain, aminoluciferin luminescence;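 active = inhibition above about 50% at the single tested dose, limit read from the data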;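 also: plate controls were DMSO wells with enzyme for no effect and DMSO wells lacking enzyme for full effect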
Target sequence (Q9GZR1 628-1112 limits assumed): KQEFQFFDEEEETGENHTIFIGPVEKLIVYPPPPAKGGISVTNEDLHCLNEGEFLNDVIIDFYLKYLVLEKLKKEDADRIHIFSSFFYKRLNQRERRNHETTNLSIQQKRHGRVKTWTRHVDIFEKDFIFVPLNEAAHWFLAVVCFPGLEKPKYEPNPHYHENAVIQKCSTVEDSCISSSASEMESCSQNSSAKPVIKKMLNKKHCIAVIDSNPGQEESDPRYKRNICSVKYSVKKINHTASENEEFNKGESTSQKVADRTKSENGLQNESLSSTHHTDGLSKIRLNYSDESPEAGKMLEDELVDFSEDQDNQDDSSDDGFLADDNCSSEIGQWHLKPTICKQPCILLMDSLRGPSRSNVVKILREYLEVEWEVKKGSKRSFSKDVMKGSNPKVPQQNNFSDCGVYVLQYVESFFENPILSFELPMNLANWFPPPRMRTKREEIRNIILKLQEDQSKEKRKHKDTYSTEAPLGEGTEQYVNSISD
An asterisk follows results filed as active; · = not tested or not shown.

SMILES	SENP8 inh	MPTP block	PfGluPho inh	ATG4B inhibitor	SENP7 inh	GRIN3A LBD mod	HKDC1 inhibitor	SENP6 inh
COc1ccc(C(=O)c2ccc(Cl)cc2Cl)cc1	22	0.9	8	3	8	1	-3	-8
CCCN1C2CCCC1CC(NC(=O)c1ccc(OC)cc1)C2 (stereo unspecified)	0	-0.1	-8	0	7	-1	-10	4
O=C(O)CCn1ncc2ccccc2c1=O	13	-0.8	5	-1	-3	0	-9	5
O=C1CCC(C(=O)OCc2c(Cl)cccc2Cl)N1 (stereo unspecified)	11	0.3	-6	4	5	-2	-8	10
CCC(NC(=O)Nc1nnc(C(F)(F)F)s1)(C(F)(F)F)C(F)(F)F	22	101*	8	-2	-5	1	0	-3
Cc1nc2ccccc2c(C)c1C(=O)c1ccc(F)cc1	-2	-0.3	13	-3	-6	-1	-3	-4
CCOC(=O)c1c(NC(=O)OC)sc2c1CCC2	14	9.5	16	-2	-8	2	-2	-33
CC(=O)n1nc(-c2ccccc2)cc1-c1ccccc1	15	5.0	2	7	-2	4	-1	22
CCOC(=O)c1c(N)sc2c(NC(C)=O)cccc12	7	-1.2	8	-15	-1	31*	1	-6
Cc1cccn2c(CNC3CCCc4ccccc43)c(C(=O)N3CCCCC3)nc12 (stereo unspecified)	-10	1.4	0	27	-4	0	-6	-12
O=C1CC(Sc2nnc(-c3ccccc3)o2)C(=O)N1c1ccccc1 (stereo unspecified)	-22	-1.4	-5	-9	0	0	3	-4
CC1(C)OC(=O)C(=NNc2ccc(Br)cc2)C(=O)O1	13	0.3	5	6	6	0	-7	-16
Cc1cc(C)n(-c2ccc(C(=O)NCC(=O)Nc3cc(Cl)ccc3Cl)cc2)n1	8	2.1	2	-8	-1	0	2	8
CCn1c(COc2ccccc2)nnc1SCC(=O)CC(=O)Nc1ccccc1OC	15	3.1	-8	2	8	-1	-5	3
CC(C)CN(Cc1c(O)ccc2ccccc12)CC(C)C	-85	3.3	17	-2	-10	-6	9	-22
CCc1c(C)nc(SCC(=O)Nc2cccc(Br)c2)[nH]c1=O	15	3.9	-6	1	20	-29	-3	-6
CCC(C)NC(=O)/C=C1\Sc2ccccc2NC1=O (stereo unspecified)	-90	0.0	-2	-7	1	-5	4	-1
CCN(CC)S(=O)(=O)c1cccc(C(=O)N[C@H](C(=O)O)C(C)C)c1	5	0.1	-24	8	13	0	-3	7
COc1ccc(CCN2CC(C(=O)NCCc3cccnc3)CCC2=O)cc1 (stereo unspecified)	11	1.1	-16	18	7	2	-7	-12
O=C(Oc1ccc(-c2cn3c(n2)SCC3)cc1)c1ccccc1	26	-0.8	8	6	71*	-29	4	40

Part of the list above, as labelled records.
> O=C1CC(Sc2nnc(-c3ccccc3)o2)C(=O)N1c1ccccc1 (stereo unspecified)
- SENP8 inh: -22
- MPTP block: -1.4
- PfGluPho inh: -5
- ATG4B inhibitor: -9
- SENP7 inh: 0
- GRIN3A LBD mod: 0
- HKDC1 inhibitor: 3
- SENP6 inh: -4
> CC1(C)OC(=O)C(=NNc2ccc(Br)cc2)C(=O)O1
- SENP8 inh: 13
- MPTP block: 0.3
- PfGluPho inh: 5
- ATG4B inhibitor: 6
- SENP7 inh: 6
- GRIN3A LBD mod: 0
- HKDC1 inhibitor: -7
- SENP6 inh: -16
> Cc1cc(C)n(-c2ccc(C(=O)NCC(=O)Nc3cc(Cl)ccc3Cl)cc2)n1
- SENP8 inh: 8
- MPTP block: 2.1
- PfGluPho inh: 2
- ATG4B inhibitor: -8
- SENP7 inh: -1
- GRIN3A LBD mod: 0
- HKDC1 inhibitor: 2
- SENP6 inh: 8
> O=C(Oc1ccc(-c2cn3c(n2)SCC3)cc1)c1ccccc1
- SENP8 inh: 26
- MPTP block: -0.8
- PfGluPho inh: 8
- ATG4B inhibitor: 6
- SENP7 inh: 71*
- GRIN3A LBD mod: -29
- HKDC1 inhibitor: 4
- SENP6 inh: 40

The list continues:
SMILES	SENP8 inh	MPTP block	PfGluPho inh	ATG4B inhibitor	SENP7 inh	GRIN3A LBD mod	HKDC1 inhibitor	SENP6 inh
CCc1noc(C)c1C(=O)NNC(=O)c1ccccc1Cl	-4	-3.0	-13	2	5	2	0	0
COc1ccc([N+](=O)[O-])cc1NC(=O)Cc1ccc(C)cc1	3	-0.3	-6	5	4	-1	-11	-15
NS(=O)(=O)c1ccc(CCNCc2cccs2)cc1	15	-1.9	-22	6	4	-1	14	-3
O=C(CSc1nc2[nH]ncc2c(=O)[nH]1)Nc1ccccc1C(F)(F)F	2	-0.6	0	-10	3	1	-3	1
Cc1nc(Cl)c(C(=O)NCCC(C)C)c(C)c1[N+](=O)[O-]	25	-0.4	-10	9	3	-6	-11	1
Cc1ccccc1NC(=O)Cc1nc(COC(=O)c2ccc(S(C)(=O)=O)c([N+](=O)[O-])c2)cs1	-27	-0.2	5	12	-6	-3	20	0
COc1ccc(N2Cc3cccc(C(=O)NC(C)CCc4ccco4)c3C2=O)cc1 (stereo unspecified)	-389	-1.6	38	6	-8	-28	17	-10
COc1ccc(C(=O)Nc2sc(C)c(C)c2CN2CCOCC2)cc1	-88	6.0	3	2	4	-2	-3	-17
Cc1ccc(C(C(=O)NC2CCCCC2)N(Cc2ccco2)C(=O)Cn2cnc3ccccc32)cc1 (stereo unspecified)	-4	0.2	3	-10	-6	0	2	-2
Clc1ccc(C2=Nn3c(nnc3-c3cccs3)SC2)cc1	14	2.1	-17	-4	5	-3	-2	-15
O=C(CSc1nnc(-c2cccs2)n1-c1ccccc1)NCc1ccco1	-4	0.9	3	-12	2	-2	0	-6
CCC(CC)COC(=O)C1=C(C)NC(=O)NC1c1cc(OC)ccc1OC (stereo unspecified)	-12	-0.2	10	1	-1	1	-3	-3
COC(=O)[C@@H](Cc1ccccc1)NC(=O)[C@H]1CCC(=O)N1C(=O)OCc1ccccc1	29	4.6	-19	-6	0	2	-3	3
Cc1ccc(Sc2ncccc2NC(=O)c2ccccc2Cl)cc1	15	-0.9	10	-10	4	14*	0	-2
COc1cc(OC)c(C2C(C#N)=C(N)OC3=C2C(=O)CC(C)(C)C3)cc1OC (stereo unspecified)	-6	-2.2	4	-14	-1	2	-3	-3
COc1cc(N2CN=c3s/c(=C\c4ccccn4)c(=O)n3C2)cc(OC)c1OC	12	0.4	47	-12	-1	1	3	-30
Cc1ccc(S(=O)(=O)N2CCN(S(=O)(=O)N3CCOCC3)CC2)cc1C	7	-1.0	-5	-5	-8	10	-9	-14
Cc1sc2cc3c(c(C(=O)c4ccccc4)[n+]2c1C)-c1cccc2cccc-3c12	·	·	7	13	·	-4	-5	·
C=C1CSc2nc(=O)c3c4c(sc3n21)CCCC4	-40	-0.8	9	9	9	0	4	14
O=S(=O)(O)c1nc2ccccc2[nH]1	14	0.1	-22	-4	12	0	-4	1
Cc1c(C(=O)c2no[n+]([O-])c2C(=O)c2cnn(C)c2C)cnn1C	9	-0.7	-2	-15	7	3	-5	9
O=c1[nH]c(-c2ccc(F)cc2)nc2c1sc(=S)n2-c1ccccc1	19	56*	-10	-3	-5	-3	-3	5
N#Cc1c(-c2ccco2)ccn(Cc2cccc(F)c2)c1=O	-430	0.6	-3	3	1	-1	0	3
COc1ccc(NC(=O)c2ccc(-n3c(C)ccc3C)cc2)c(OC)c1	11	1.3	2	8	-7	-2	2	-14
O=C(CCCOc1ccc(Cl)cc1Cl)NCCCO	0	0.1	1	-1	-4	1	-7	-12
Cc1ccccc1-c1nnn(CC(=O)N2CCN(S(=O)(=O)c3ccc(Cl)cc3)CC2)n1	13	-3.8	11	-10	-1	2	2	11
COc1ccc(C)cc1NC(=O)c1cc2c(s1)CCC2	0	9.7	26	1	6	2	-3	8
CN(CC(=O)Nc1cccc(F)c1)CC(=O)N1CCc2ccccc21	4	0.1	19	1	-9	-1	-4	-4
CN(C(=O)C1CCOC1)c1nnc(-c2cnccn2)s1 (stereo unspecified)	-61	1.2	-10	2	-4	2	-3	-10
Cc1ccccc1OCCC(=O)N(CC(=O)Nc1ccccc1C(F)(F)F)Cc1ccco1	-5	-0.4	8	0	19	-1	-1	-13
C=C(C)CNC(=S)NNC(=O)CCn1c2ccc(Cl)cc2c2cc(Cl)ccc21	11	10	0	16	5	27*	-5	-42
CC(=O)c1ccc(CC2SC(N)=NC2=O)cc1 (stereo unspecified)	5	0.9	7	2	-13	0	-12	-5
O=C(c1cc(Br)ccc1O)N1CCN(S(=O)(=O)Cc2ccccc2)CC1	8	-0.4	-9	-7	8	-1	4	1
COc1ccc(-c2coc3cc(O)ccc3c2=O)cc1	-297	1.6	1	-3	2	-8	-2	27
Cc1ccccc1C(=O)NNC(=S)NC(=O)COc1ccccc1	25	8.7	4	-15	-13	-2	-5	-55
Cc1ccc(-n2nnnc2SCC(=O)Nc2cccnc2Cl)cc1	3	2.4	-6	37	-3	-2	-5	7
COc1cc(OC)cc(C(=O)NCc2n[nH]c(=S)n2-c2ccccc2OC)c1	8	-1.2	43	-9	-4	-1	-3	-9
CCN(CC)c1ccc(/C=N/NC(=S)NCc2ccccc2)c(O)c1	-422	23	-12	49*	3	-2	-28	-4
CCN(CC(=O)NCc1cccs1)C(=O)c1ccc(S(=O)(=O)N(C)C)cc1	9	0.3	-13	7	2	2	-4	-28
Cc1ccc(S(=O)(=O)c2cc(N3CCOCC3)nc(-c3ccccc3)n2)cc1	-99	-1.8	9	-7	-9	1	2	-8
CC(=O)n1cc([C@H]2C=C(C(=O)N3CCN(Cc4ccccc4)CC3)O[C@@H](OCCCCO)C2)c2ccccc21	-8	0.3	11	-31	-5	-2	-1	-4
O=C(COC(=O)CCCNC(=O)c1ccc(Cl)cc1)NCc1ccccc1Cl	0	1.0	-12	-3	3	4	-7	-1
O=C(COC(=O)Cc1ccc(F)cc1)NCc1ccco1	24	0.4	2	-10	3	2	-12	-24
COc1ccccc1C(CC(=O)O)c1ccc2c(c1)OCO2 (stereo unspecified)	13	-0.3	-4	1	3	2	-3	20
O=C(/C=C/c1ccc(Cl)cc1)N1CCOCC1	0	2.4	-14	0	-18	1	-6	-12
COc1cc(N2CCCC2)ccc1C=O	-28	0.4	0	0	-9	-1	6	-2
COC(=O)Cc1ccc(OC(=O)CCS(=O)(=O)c2ccc(Cl)cc2)cc1	7	7.3	21	-5	-5	2	-7	-7
NC(=O)c1cc(S(=O)(=O)N2CCN(c3ccc([N+](=O)[O-])cc3)CC2)cs1	22	-1.4	5	-7	2	4	0	11
O=C(O)c1cccc(NS(=O)(=O)c2cccc(C(=O)Nc3ccccc3[N+](=O)[O-])c2)c1	18	-0.3	-36	5	-1	-1	-2	13
CCO[C@@H]1OC(C(=O)NCc2nc3ccccc3[nH]2)=C[C@H](C(C)(C)C)[C@H]1CCCO	13	0.0	9	-1	8	-4	-5	-7

Other structures follow.
SMILES	SENP8 inh	MPTP block	PfGluPho inh	ATG4B inhibitor	SENP7 inh	GRIN3A LBD mod	HKDC1 inhibitor	SENP6 inh
CCOc1ccccc1N1CCN(S(=O)(=O)c2cccs2)CC1	11	1.0	0	0	-2	2	-3	-8
CC(=O)N(c1ccccc1)C(C)c1nc(C#N)c(C#N)nc1C (stereo unspecified)	22	-0.1	2	0	2	-1	-7	-8
Cc1ccc2nsnc2c1NC(=O)COc1ccccc1	-119	0.3	9	-4	-7	4	-2	10
O=C(O)c1cc2ccccc2c2cc(Br)ccc12	26	-0.6	-16	0	-10	3	-1	-1
Fc1ccccc1COc1ccc(/C=N/NC(=S)NCc2ccccc2)cc1	28	7.1	-11	2	-13	-2	-5	-6
Cc1ccc(C(=O)N/C(=C\c2ccc(F)cc2)C(=O)NCCN2CCOCC2)cc1	17	-0.8	-14	-18	-3	1	-4	-8
COc1ccc(CNC(=O)c2cccc(S(=O)(=O)N3CCN(c4ccc(F)cc4)CC3)c2)cc1	4	-0.3	7	-2	0	3	-1	-1
Nc1c(Cl)ncnc1NCc1ccccc1	22	15	8	5	-2	4	1	2
O=C(O)/C=C/c1ccc(Oc2ncccn2)cc1	7	-0.3	-9	-2	6	1	-6	-13
